Assay outcomes from PubChem BioAssay.
HEK293 cAMP ctrl – raises cAMP in parental HEK293 cells, TSHR agonist counter-screen; parental HEK293 CNG cAMP sensor, membrane potential fluorescence; Potency, µM (highest dose often 57.1 µM), inactives show at the top dose activation, usual class: activators; hit rate 2.5% among 73,000; further: potency means the concentration at half of the fitted maximal effect; % of control where 0% means no effect; nearly all actives have a fitted effect of over 55% in size
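Counterscreen for endogenous-receptor signalling: CNG-channel HEK 293 cells report cAMP rise by membrane depolarization. After 60 min dye equilibration with 100 uM RO 20-1724, compounds incubated 30 min before bottom-read fluorescence at 590 nm.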
Caspase-7 inhib – allosteric or competitive inhibitors of human caspase-7; hit rate 0.02% among 75,000; P55210; Potency, µM (top dose mostly 57.5 µM), for inactives: at the highest dose activity change, negative = inhibition, actives largely listed as inhibitors; recombinant caspase-7, Ac-DEVD-AFC fluorescence rate; active means well fitted inhibition curve with a large enough effect in the main read-out, with a control signal flat, not every such curve was filed as active; inconclusive means small, poorly fitted or top-dose-only effect, or a change in a side signal; further: potency means the concentration at half of the fitted maximal effect; % of control where 0% means no effect
4-MU autofl – compounds fluorescent in 4-MU spectral region | hit rate 11% among 59,000 | compound autofluorescence, 340/450 nm, 4-MU equivalents; active compounds read high | max dye-equivalent concentration, M | AID 589; in the data active means max dye-equivalent concentration above about 10 nM; inconclusive means mostly about 1.1 nM to 9.6 nM
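Intrinsic fluorescence at 340/450 nm (ex/em) was read after 15 min at room temperature in pH 8.0, 100 mM Tris. Each compound concentration expressed as 4-MU-equivalent concentration from a six-point 4-MU standard series on each plate.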
USP2a inh – blocks human ubiquitin-specific protease USP2a. O75604. USP2a enzymatic assay, qHTS inhibition. Potency, µM (titrated, usually from 38.3 µM), inactives show at the highest dose activity change, negative = inhibition, hits mostly inhibitors. hit rate 0.1% among 60,000;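 further: potency means the concentration at half of the fitted maximal effect; nearly all actives have a fitted effect of over 60% in size; plate controls were DMSO for no effect and NEM full inhibition control for full effect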
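20 nM USP2 core + cpd, 30 min RT; add 20 nM Ub-PLA2/20 uM NBD C6-HPC; read Ex460/Em535 at 0 h and 2.5 h. Normalized to NEM; qHTS curve fit/classification.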
UbGFP stabilizer – inhibits proteasome, raising ubiquitin-GFP reporter fluorescence; Ubiquitin-GFP reporter cells, proteasome inhibition, GFP fluorescence; response scale: untreated = 0%, 10 µM MG-132 = 100%; Potency, µM (series often up to 45.9 µM), without a hit: top-dose activation (GFP accumulation), hits mostly activators; 67,000 tested, under 10 active; active means well fitted activation curve with a large enough effect, not every such curve was filed as active; inconclusive means small, poorly fitted or top-dose-only effect, or another doubt; inactive means no such curve, though single readings can be large or run the other way; further: potency means the concentration at half of the fitted maximal effect
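U2OS Ub(G76V)-GFP reporter; O/N plating, 0.5% FBS; cpd 46 uM–2.9 nM, 4 h, 37 °C; GFP+ cell count, 488/515 nm; norm. to basal vs 10 uM MG-132; CRC fit.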
Caspase-1 inhib – allosteric or competitive inhibitors of human caspase-1 | Potency, µM (doses to about 57.5 µM), for inactives: at the highest dose activity change, negative = inhibition, actives largely listed as inhibitors | hit rate 0.03% among 75,000 | Caspase-1 enzyme, Ac-WEHD-AFC fluorogenic rate;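 further: potency means the concentration at half of the fitted maximal effect; plate controls were vehicle for no effect and no substrate for full effect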
BRCT inh red – disrupts BRCA1 BRCT binding to phosphoprotein, red fluorophore readout; P38398; BRCT-phosphopeptide binding, red fluorescence polarization; Potency, µM (top dose mostly 76.9 µM), inactives show top-dose activity change, negative = inhibition, actives largely listed as inhibitors; hit rate 0.03% among 75,000; further: on the % scale 0 is the no-effect control and ±100 the full control effect
Target sequence (P38398 whole entry, looked up): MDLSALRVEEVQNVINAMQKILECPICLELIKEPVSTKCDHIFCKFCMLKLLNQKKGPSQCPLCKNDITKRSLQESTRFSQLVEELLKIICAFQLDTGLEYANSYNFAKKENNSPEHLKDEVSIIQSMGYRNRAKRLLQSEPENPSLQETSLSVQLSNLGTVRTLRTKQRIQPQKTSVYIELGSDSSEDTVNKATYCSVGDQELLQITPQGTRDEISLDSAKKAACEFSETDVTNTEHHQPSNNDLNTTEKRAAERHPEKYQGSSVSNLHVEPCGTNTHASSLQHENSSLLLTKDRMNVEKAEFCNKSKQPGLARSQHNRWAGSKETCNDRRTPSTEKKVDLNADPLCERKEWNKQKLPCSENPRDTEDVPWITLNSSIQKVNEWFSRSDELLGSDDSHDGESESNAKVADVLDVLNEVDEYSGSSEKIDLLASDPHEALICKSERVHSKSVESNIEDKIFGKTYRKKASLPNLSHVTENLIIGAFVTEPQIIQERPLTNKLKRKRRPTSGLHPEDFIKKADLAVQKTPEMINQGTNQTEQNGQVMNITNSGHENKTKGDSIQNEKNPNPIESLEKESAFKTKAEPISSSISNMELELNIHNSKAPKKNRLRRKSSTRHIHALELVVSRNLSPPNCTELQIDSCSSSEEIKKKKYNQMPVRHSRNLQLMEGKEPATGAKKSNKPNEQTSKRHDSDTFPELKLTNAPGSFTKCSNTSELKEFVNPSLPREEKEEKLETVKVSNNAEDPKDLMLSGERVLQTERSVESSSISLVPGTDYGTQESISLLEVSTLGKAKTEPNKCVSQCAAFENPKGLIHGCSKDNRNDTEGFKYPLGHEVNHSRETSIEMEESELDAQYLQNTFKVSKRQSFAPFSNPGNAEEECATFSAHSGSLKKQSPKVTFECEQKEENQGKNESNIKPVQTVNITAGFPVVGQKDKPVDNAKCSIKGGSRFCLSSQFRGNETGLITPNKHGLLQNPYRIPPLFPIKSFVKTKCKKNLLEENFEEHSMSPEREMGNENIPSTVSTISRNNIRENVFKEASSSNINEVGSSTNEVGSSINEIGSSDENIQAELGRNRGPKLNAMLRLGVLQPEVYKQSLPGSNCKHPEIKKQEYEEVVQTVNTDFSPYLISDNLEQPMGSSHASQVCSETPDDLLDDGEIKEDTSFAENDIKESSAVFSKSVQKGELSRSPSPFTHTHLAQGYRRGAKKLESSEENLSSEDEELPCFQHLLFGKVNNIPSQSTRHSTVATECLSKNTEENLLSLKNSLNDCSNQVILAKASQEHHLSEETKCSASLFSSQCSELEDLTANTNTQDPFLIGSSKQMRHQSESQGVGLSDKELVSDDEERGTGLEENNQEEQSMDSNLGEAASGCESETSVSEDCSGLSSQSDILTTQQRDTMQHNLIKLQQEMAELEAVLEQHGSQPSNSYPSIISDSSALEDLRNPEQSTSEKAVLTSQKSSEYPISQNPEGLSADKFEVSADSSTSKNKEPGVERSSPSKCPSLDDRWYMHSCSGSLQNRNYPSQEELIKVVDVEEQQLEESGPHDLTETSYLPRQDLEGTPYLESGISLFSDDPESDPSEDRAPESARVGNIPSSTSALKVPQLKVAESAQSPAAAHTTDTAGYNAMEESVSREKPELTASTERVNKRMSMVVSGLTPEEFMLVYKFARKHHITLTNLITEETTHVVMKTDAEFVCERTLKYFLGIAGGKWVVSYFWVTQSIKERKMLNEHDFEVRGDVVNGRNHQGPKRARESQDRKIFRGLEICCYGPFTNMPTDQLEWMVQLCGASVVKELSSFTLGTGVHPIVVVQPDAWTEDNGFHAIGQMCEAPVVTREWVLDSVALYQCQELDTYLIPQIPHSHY
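Fluorescence polarization: 100 nM His-tagged BRCA1 BRCT with 100 nM TAMRA-labelled phospho-BACH1 decapeptide, phosphate buffer pH 7.3 with 150 mM NaCl, DTT, 0.01% Tween 20; 12 min RT. Binding inhibition seen as FP decrease.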
A350 autofl – compound fluoresces in the Alexa 350 spectral region. Compound autofluorescence, 340/450 nm, Alexa 350 dye-equivalents; active compounds read high. max dye-equivalent concentration, M. hit rate 11% among 59,000. AID 590; in the data active means max dye-equivalent concentration above about 10 nM; inconclusive means mostly about 1.1 nM to 9.6 nM
Epigenetic mod – epigenetic modulators derepressing GFP locus in mouse cells; mouse C127i GFP locus derepression, cytometry, 30 h; Potency, µM (highest dose often 46.1 µM), inactives show at the highest dose GFP derepression (activation); hit rate 0.09% among 68,000; further: % of control where 0% means no effect
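Murine C127i mammary cells carrying a silenced, stably integrated CMV-driven GFP reporter were treated with compound for 30 hours at 37 C. After PBS washes, GFP-positive cells were counted by laser-scanning microplate cytometry.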
BRCT PPI green – BRCA1 BRCT-phosphoprotein interaction inhibition; BRCA1 BRCT-phosphopeptide binding, green fluorescence polarization; AID 875; hit rate 0.05% among 75,000; Potency, µM (highest dose often 76.9 µM), inactives show at the highest dose activity change, negative = inhibition, hits mostly inhibitors; P38398;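 further: potency means the concentration at half of the fitted maximal effect; plate controls were peptide without protein for full effect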
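Fluorescence polarization: His-tagged BRCT (~35 kDa BRCA1 C-terminus, 250 nM) bound to 100 nM fluorescein-labeled phosphorylated 10-aa BACH1 peptide, pH 7.3 phosphate buffer with DTT and Tween 20. Compounds incubated 12 min at room temperature; inhibition read as lowered polarization.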
Fluorescein autfl – compound fluoresces in the fluorescein spectral region; max fluorescein-equivalent concentration, M; Compound autofluorescence, 480/540 nm, fluorescein-equivalent; active compounds read high; hit rate 0.91% among 59,000; in the data active means max fluorescein-equivalent concentration above about 10 nM; inconclusive means between about 1.1 nM and that limit
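Autofluorescence profiling; 100 mM Tris, pH 8.0; incubation 15 min at RT; ex/em 480/540 nm; result as fluorescein-equivalent concentration.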
Numbers without * were called inactive; [ ] = remark or other dose. Unless noted, the call rests on the fitted dose curve; in most records, active means well fitted curve in the direction sought with a large enough effect; inconclusive means small, poorly fitted or top-dose-only effect, or another doubt; inactive means no such curve, though single readings can be large; an effect the other way counts as inactive or inconclusive. Only part of the results is shown. The share of hits here may be higher or lower than overall.

For Cn1c2c(c(=O)n(C)c1=O)C(c1ccc(Br)cc1)Nc1ccccc1O2 (stereo not drawn) the results were HEK293 cAMP ctrl 29%, Caspase-7 inhib -1%, 4-MU autofl inactive, USP2a inh 16%, UbGFP stabilizer 0%, Caspase-1 inhib -3%, BRCT inh red 0.6%, A350 autofl inactive, Epigenetic mod 2%, BRCT PPI green -1.4% and Fluorescein autfl inactive.
`COc1ccccc1NC(=O)C1=C(C)Nc2nnnn2C1c1cc(Br)ccc1OC` (stereo not drawn) gave HEK293 cAMP ctrl -1%, Caspase-7 inhib 0%, 4-MU autofl inactive, USP2a inh 40%[activator], UbGFP stabilizer -11%, Caspase-1 inhib -3%, BRCT inh red 0.7%, A350 autofl inactive, Epigenetic mod 3%, BRCT PPI green 1.4% and Fluorescein autfl inactive.
O=C(Nc1ccc(S(=O)(=O)N2CCCCCC2)cc1)C1CCCO1 (stereo not drawn) was read as HEK293 cAMP ctrl -4%, Caspase-7 inhib 0%, 4-MU autofl inactive, USP2a inh 13%, UbGFP stabilizer -3%, Caspase-1 inhib 0%, BRCT inh red -0.4%, A350 autofl inactive, Epigenetic mod 0%, BRCT PPI green -0.3% and Fluorescein autfl inactive.
Screening O=C1CC(N2CCN(Cc3ccccc3)CC2)C(=O)N1c1ccccc1 (stereo not drawn) returned HEK293 cAMP ctrl 4%, Caspase-7 inhib -1%, USP2a inh -2%, UbGFP stabilizer -8%, Caspase-1 inhib 0%, BRCT inh red -0.1%, Epigenetic mod -2% and BRCT PPI green -1.8%.
`O=C(Cn1c(=O)oc2ccccc21)Nc1ccc2c(c1)OCCO2` gave HEK293 cAMP ctrl 3%, Caspase-7 inhib 1%, 4-MU autofl inactive, USP2a inh 1%, UbGFP stabilizer 0%, Caspase-1 inhib -1%, BRCT inh red 0.0%, A350 autofl inactive, Epigenetic mod -1%, BRCT PPI green 0.5% and Fluorescein autfl inactive.
COc1ccc(-c2[nH]nc3c2C(c2ccccc2OC(=O)N2CCOCC2)C(C#N)=C(N)O3)cc1 (stereo not drawn) was read as HEK293 cAMP ctrl -7%, Caspase-7 inhib -1%, 4-MU autofl inactive, USP2a inh 10%, UbGFP stabilizer 3%, Caspase-1 inhib 0%, BRCT inh red -2.8%, A350 autofl inactive, Epigenetic mod 4%, BRCT PPI green -1.4% and Fluorescein autfl inconclusive.
Screening CCOC(=O)C1CCN(C(=O)CN(c2ccc3c(c2)OCO3)S(C)(=O)=O)CC1 returned HEK293 cAMP ctrl 10%, Caspase-7 inhib -1%, 4-MU autofl inactive, USP2a inh -4%, UbGFP stabilizer 1%, Caspase-1 inhib 0%, BRCT inh red 0.4%, A350 autofl inactive, Epigenetic mod 0%, BRCT PPI green 0.1% and Fluorescein autfl inactive.
COc1ccc(S(=O)(=O)CCC(=O)N2CC(=O)N(CCc3ccccc3)C(=O)C2)cc1 was read as HEK293 cAMP ctrl 6%, Caspase-7 inhib -2%, 4-MU autofl inactive, USP2a inh 25%, UbGFP stabilizer 16%, Caspase-1 inhib 2%, BRCT inh red -3.1%, A350 autofl inactive, Epigenetic mod 4%, BRCT PPI green -1.0% and Fluorescein autfl inactive.
For C=CCNC(=O)C12CC3CC(C1)CC(C(=O)NCC=C)(C3)C2 the results were HEK293 cAMP ctrl 6%, Caspase-7 inhib -1%, 4-MU autofl inactive, USP2a inh 0%, UbGFP stabilizer 6%, Caspase-1 inhib 0%, BRCT inh red 1.9%, A350 autofl inactive, Epigenetic mod 0%, BRCT PPI green 0.0% and Fluorescein autfl inactive.
Cn1c(=O)n(C)c2cc(S(=O)(=O)O)ccc21 was read as HEK293 cAMP ctrl -7%, Caspase-7 inhib 0%, Caspase-1 inhib 2%, BRCT inh red -0.8% and BRCT PPI green -8.8%.
Screening CCCCc1ccc(NS(=O)(=O)N(C)C)cc1 returned HEK293 cAMP ctrl 10%[11.4 µM], Caspase-7 inhib -2%, USP2a inh 6%[7.66 µM], UbGFP stabilizer -2%[9.17 µM], Caspase-1 inhib -3%, BRCT inh red -1.1%, Epigenetic mod -2% and BRCT PPI green 0.9%.
`C[C@@H](C(=O)Nc1ccc2ccccc2c1)[C@@H]1C[C@@]1(C)[C@@H](NC(=O)c1ccncc1Cl)c1ccccc1` gave HEK293 cAMP ctrl 9%, Caspase-7 inhib 0%, Caspase-1 inhib -1%, BRCT inh red -0.7% and BRCT PPI green 1.1%.
Cc1occc1-c1nnc(SCC(=O)c2ccc(F)cc2)n1Cc1ccco1 was read as HEK293 cAMP ctrl -1%, Caspase-7 inhib 0%, 4-MU autofl inconclusive, USP2a inh -7%, UbGFP stabilizer -1%, Caspase-1 inhib 1%, BRCT inh red -0.4%, A350 autofl inconclusive, Epigenetic mod -2%, BRCT PPI green -0.2% and Fluorescein autfl inactive.
For CCOc1nc(NCc2ccco2)nc(Nc2ccc(OC)cc2)n1 the results were HEK293 cAMP ctrl -2%, Caspase-7 inhib -2%, 4-MU autofl inactive, USP2a inh -1%, UbGFP stabilizer -4%, Caspase-1 inhib -3%, BRCT inh red -1.2%, A350 autofl inconclusive, Epigenetic mod 0%, BRCT PPI green -2.3% and Fluorescein autfl inactive.
`COCCN1Cc2c(sc(C)c2C)N(C(=O)c2ccccc2)C1` gave HEK293 cAMP ctrl 18%, Caspase-7 inhib -14%, 4-MU autofl 1.4e-08M*, USP2a inh -1%, UbGFP stabilizer 4%, Caspase-1 inhib -15%, BRCT inh red 0.5%, A350 autofl 1.5e-08M*, Epigenetic mod 2%, BRCT PPI green 0.4% and Fluorescein autfl inactive.
`COc1ccc(OC2C=CC(C#Cc3ccc(C(C)(C)C)cc3)OC2CO)cc1` (stereo not drawn) gave HEK293 cAMP ctrl 19%[11.4 µM], Caspase-7 inhib -2%[11.5 µM], Caspase-1 inhib -1%[11.5 µM], BRCT inh red 2.1%[15.4 µM] and BRCT PPI green 4.6%[15.4 µM].
CCN(C(=O)COc1cc(=O)n(C)c2ccccc12)c1cccc(Cl)c1 was read as HEK293 cAMP ctrl 6%, Caspase-7 inhib -1%, 4-MU autofl inactive, USP2a inh 14%, UbGFP stabilizer 13%, Caspase-1 inhib 0%, BRCT inh red 0.5%, A350 autofl inactive, Epigenetic mod 4%, BRCT PPI green 1.8% and Fluorescein autfl inactive.
Screening CC(Sc1nc2ccccc2o1)C(=O)O (stereo not drawn) returned HEK293 cAMP ctrl 25%, Caspase-7 inhib -1%[0.00368 µM], 4-MU autofl inactive, USP2a inh -9%, UbGFP stabilizer 1%, Caspase-1 inhib -1%, BRCT inh red 0.3%, A350 autofl inactive, Epigenetic mod -4%, BRCT PPI green -1.8% and Fluorescein autfl inconclusive.
For CC(=O)N(OCc1ccccc1)[C@@H]1c2cc(C#N)ccc2OC(C)(C)[C@H]1O the results were HEK293 cAMP ctrl -5%, Caspase-7 inhib 1%, Caspase-1 inhib 0%, BRCT inh red 0.1% and BRCT PPI green -3.2%.
`CCOc1cc(C(=O)Nc2ccc(S(=O)(=O)Nc3cc(C)on3)cc2)cc(OCC)c1OCC` gave HEK293 cAMP ctrl 3%, Caspase-7 inhib -1%, 4-MU autofl inactive, USP2a inh 7%, UbGFP stabilizer 12%, Caspase-1 inhib 0%, BRCT inh red -0.8%, A350 autofl inactive, Epigenetic mod 1%, BRCT PPI green 0.3% and Fluorescein autfl inactive.
`CCOC(=O)Cn1c(=O)oc2cc(S(=O)(=O)N3CCN(c4ccccn4)CC3)ccc21` gave HEK293 cAMP ctrl -9%, Caspase-7 inhib 0%, UbGFP stabilizer -2%, Caspase-1 inhib -4%, BRCT inh red -0.5% and BRCT PPI green -2.0%.
`COC(=O)c1[nH]c2ccccc2c1NC(=O)CN1CCN(c2cccc(Cl)c2)CC1` gave HEK293 cAMP ctrl 9%, Caspase-7 inhib -1%, 4-MU autofl inactive, USP2a inh 1%, UbGFP stabilizer -4%, Caspase-1 inhib -3%, BRCT inh red -0.9%, A350 autofl inactive, Epigenetic mod 0%, BRCT PPI green -4.5% and Fluorescein autfl inconclusive.
Screening O=C(CC1CC2CCC1C2)NCc1cccs1 (stereo not drawn) returned HEK293 cAMP ctrl 13%, Caspase-7 inhib 6%, 4-MU autofl inactive, USP2a inh -6%, UbGFP stabilizer 3%, Caspase-1 inhib 5%, BRCT inh red -0.8%, A350 autofl inconclusive, Epigenetic mod 0%, BRCT PPI green -1.1% and Fluorescein autfl inactive.
CC(=O)c1cc2c(cc1NC(=O)CN1CCCCC1C)OCO2 (stereo not drawn) was read as HEK293 cAMP ctrl 17%, Caspase-7 inhib -1%, 4-MU autofl 2.1e-08M*, USP2a inh -15%, UbGFP stabilizer -1%, Caspase-1 inhib -2%, BRCT inh red -0.2%, A350 autofl 1.8e-08M*, Epigenetic mod 1%, BRCT PPI green -0.5% and Fluorescein autfl inactive.
`COc1cccc(-c2nc(NCc3ccccc3)c3ccccc3n2)c1` gave HEK293 cAMP ctrl 32µM*, Caspase-7 inhib -20%, 4-MU autofl inactive, USP2a inh 116%[activator], UbGFP stabilizer -1%, Caspase-1 inhib -16%, BRCT inh red -0.1%, A350 autofl inactive, Epigenetic mod 3%[9.22 µM], BRCT PPI green 0.4% and Fluorescein autfl inactive.
